PAX8 reporter: lowers PAX8-driven luciferase in RMG-I cells; inhibition, % at 12.6 µM; 360,000 compounds, 1.2% hits; RMG-I TPO-luciferase reporter, SteadyGlo, 24 h; AID 652154;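 active = mean replicate inhibition at least 60% with every replicate also reaching 60%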;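 also: luciferase light reporting Pax8 driven TPO promoter activity; plate controls were median of neutral control wells for no effect and mitoxantrone controls for full effect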
LGR2 antag: Drosophila LGR2 receptor signaling inhibition; inhibition, % at 9.99 µM; HEK293 LGR2, CRE-luciferase, bursicon-stimulated, 4 h; 380,000 compounds, 0.35% hits; AID 720647;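 active = drop in luminescence signal, shown as inhibition above about 50% in the replicate tests, limit read from the data, passing the limit was not always enough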;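 also: agonist challenge used bursicon conditioned medium at about half maximal strength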
SIRT5 block: sirtuin-5 (human) deacylase inhibition | Purified SirT5, succinyl-peptide AMC, trypsin-coupled fluorescence | inhibition, % at 15 µM | 330,000 compounds, 1.1% hits | AID 652115; in the data active = inhibition above about 15%
Target sequence (Q9NXA8 whole entry, looked up): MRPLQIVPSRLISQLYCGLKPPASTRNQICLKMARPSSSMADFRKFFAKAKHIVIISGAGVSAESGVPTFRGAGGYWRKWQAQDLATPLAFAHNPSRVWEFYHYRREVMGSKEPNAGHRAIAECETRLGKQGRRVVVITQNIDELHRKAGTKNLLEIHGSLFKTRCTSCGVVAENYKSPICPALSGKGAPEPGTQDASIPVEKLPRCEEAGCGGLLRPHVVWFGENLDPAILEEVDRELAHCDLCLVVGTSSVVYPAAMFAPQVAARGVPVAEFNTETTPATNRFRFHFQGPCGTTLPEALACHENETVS
CASP6 VEID inh: caspase-6 (human) enzyme inhibition. P55212. purified caspase-6, Z-VEID-R110 cleavage fluorescence. inhibition, % at 12.5 µM. 350,000 compounds, 0.53% hits. AID 686996;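 active = mean inhibition across replicates at least about 35%, with every replicate also reaching that limit, limit read from the data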;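 also: 0% = median of neutral control wells and 100% = no fluorescence left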
Target sequence (P55212 24-179 limits assumed): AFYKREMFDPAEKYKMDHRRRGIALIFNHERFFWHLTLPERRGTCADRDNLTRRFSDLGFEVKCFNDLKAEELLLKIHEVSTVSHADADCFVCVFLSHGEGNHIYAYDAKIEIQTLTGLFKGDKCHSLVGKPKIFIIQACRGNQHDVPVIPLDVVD
Target sequence (P55212 194-293 limits assumed): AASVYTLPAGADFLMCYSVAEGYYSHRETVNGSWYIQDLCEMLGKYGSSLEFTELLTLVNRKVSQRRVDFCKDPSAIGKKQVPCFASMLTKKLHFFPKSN
ARNT-TACC3 inh: ARNT/TACC3 interaction disruption; AlphaScreen His-ARNT PAS-B/GST-TACC3 binding, luminescence; TACC3 fragment carries E629A point mutation; 390,000 compounds, 0.66% hits; inhibition, % at 9.99 µM; AID 623870;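 active = mean inhibition of replicates at least 50% and at least half of replicates each reaching 50%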;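 also: 0% = complete ARNT plus TACC3 wells and 100% = ARNT alone without TACC3; many hits fall short of the cut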
An asterisk follows results filed as active; . = no result given. The list is partial. The share of hits here may be higher or lower than overall.

compound | SIRT5 block | LGR2 antag | CASP6 VEID inh | ARNT-TACC3 inh | PAX8 reporter
COc1cc(C2SCC(=O)Nc3c2c(=O)[nH]n3C2CCCCCC2)cc(OC)c1OC (stereo not drawn) | . | . | . | 0 | 4
CCCCC(=O)C1C(=O)NC(=O)NC1=O | . | . | . | -5 | -9
Cc1nn(Cc2ccccc2)c(C)c1C(=O)OCC(=O)Nc1ccccc1SCC#N | . | . | . | -4 | 22
CC12CCCCC1=[N+]([O-])CN2O (stereo not drawn) | . | . | . | 0 | -1
COc1ccccc1OCCCn1cc(C(=O)c2ccco2)c2ccccc21 | . | . | . | 1 | -61
O=P1(Nc2cccnc2)COc2ccccc2OC1 | . | . | . | -5 | 19
CC1OC(NCCc2ccccc2)C(O)C(O)C1O (stereo not drawn) | . | . | . | -9 | 2
CN1CCN(c2nccc3c2ncn3C)CC1 | . | . | . | -15 | 16
Cc1oc(-c2ccc(Cl)cc2)nc1CS(=O)CC(=O)N1CCC2(CC1)OCCO2 (stereo not drawn) | . | . | . | -4 | 14
CCOP(=O)(C(NC(=O)c1ccccc1Cl)=C(Cl)Cl)c1ccccc1 (stereo not drawn) | . | . | . | -8 | -9
COc1ccccc1N1CCN(Cc2ccccc2Cl)CC1 | . | . | . | 1 | 5
CCN(CC)C(=O)c1ccc(NC(=O)Cn2nc(C)c3ccccc3c2=O)cc1 | . | . | . | 16 | 18
CNCC1(c2ccccc2)CCCC1 | . | . | . | -6 | 7
CCCCn1c(O)c(C(CC)=Nc2ccc(C(=O)O)cc2)c(=O)[nH]c1=O | . | . | . | -1 | -18
CCCCN1C(=O)NC(=O)C2(Cc3ccccc3N3CCOCC32)C1=O (stereo not drawn) | . | . | . | 6 | 2
CCn1c(=O)cc(OCC(=O)N2CCN(Cc3ccc4c(c3)OCO4)CC2)c2ccccc21 | . | . | . | -3 | -15
COc1ccc(Cl)cc1NC1=NCC(C)S1 (stereo not drawn) | . | . | . | -3 | 4
Cc1ccccc1-n1c(C)nc2sccc2c1=O | . | . | . | 2 | -8
Cc1ccc(Cn2nnnc2CN2CCC(n3nnc4cc(C(F)(F)F)ccc43)CC2)cc1 | . | . | . | 3 | -2
Cc1cc(NC(=O)COC(=O)c2c(C)nn(Cc3ccccc3)c2Cl)no1 | . | . | . | -4 | 3
COc1ccc(-n2c(O)c(C(C)=NCc3ccco3)c(=O)[nH]c2=O)cc1 | . | . | . | 0 | -13
COc1ccccc1-n1c(O)c(C=NCCN2CCNCC2)c(=O)[nH]c1=O | . | . | . | -3 | 3
CNCCCc1ccccc1 | . | . | . | 28 | 1
COc1ccc(CC2C(=O)N(C)C(=O)N(C)C2=O)c(OC)c1 | . | . | . | 7 | -19
Cc1nc2ccccc2c(=O)n1-c1cccnc1 | . | . | . | -26 | -4
Cc1ccccc1Cc1c(C)nc2nc(SCC(=O)N3CCC4(CC3)OCCO4)nn2c1C | . | . | . | -4 | 3
CC(=NCc1ccc2c(c1)OCO2)c1c(O)n(C)c(=O)n(C)c1=O | . | . | . | 5 | 12
O=c1[nH]c(=S)n(Cc2ccc(F)cc2)c(O)c1C=NCC1CCCO1 (stereo not drawn) | . | . | . | -2 | 7
O=C(c1cc2cc3ccc(Cl)cc3nc2o1)N1CCC2(CC1)OCCO2 | . | . | . | -8 | -21
Cc1ccc2nc3c(cc2c1)CC1(C(=O)N(C)C(=O)N(C)C1=O)C1COCCN31 (stereo not drawn) | . | . | . | 4 | -20
COCCOC(=O)c1c(C)oc2ccc(OC(=O)N(C)C)cc12 | . | . | . | -7 | -2
CCOC(=O)C1CCCCC12C(C#N)=C(N)Oc1n[nH]c(C)c12 (stereo not drawn) | . | . | . | 0 | 10
CCOC(=O)[C@@]1(C#N)[C@@H]2C=CC(C(N)=O)=CN2[C@@H](C(N)=O)[C@@H]1c1cccc(Cl)c1 | . | . | . | 6 | -5
CCOC(=O)c1cccc([P+](=O)O)c1 | . | . | . | -7 | 5
O=C(CN1CCCC1=O)N1CCOCC1 | . | . | . | -2 | 1
CC(=O)NC(=O)NC(C)Cc1ccccc1 (stereo not drawn) | . | . | . | 17 | 10
CCC(=NCc1cccnc1)c1c(O)n(Cc2ccccc2)c(=O)[nH]c1=O | . | . | . | -24 | 16
CC(=NCC1CCCO1)c1c(O)n(Cc2ccccc2)c(=O)[nH]c1=O (stereo not drawn) | . | . | . | 10 | 2
N#Cc1ccccc1Cn1cc(C(=O)c2ccco2)c2ccccc21 | . | . | . | 2 | -5
c1ccc2sc(C3CCCNC3)nc2c1 (stereo not drawn) | . | . | . | -5 | -74
CC1CCCC(NC(=O)COC(=O)Cc2ccccc2)C1C (stereo not drawn) | . | . | . | -2 | -13
CCCCN1C(=O)NC(=O)C2(Cc3c(nc4c(C)cccn4c3=O)N3CCc4ccccc4C32)C1=O (stereo not drawn) | . | . | . | -2 | 11
CCC12CN3CCN(CC(C3)C1O)C2 (stereo not drawn) | . | . | . | -5 | 1
C=CCn1c(O)c(C=NCCN2CCNCC2)c(=O)[nH]c1=O | . | . | . | 5 | 3
CCC1(CCc2ccncc2)C(=O)NC(=O)NC1=O | . | . | . | -1 | 4
O=C1C2CCCN2C(c2cccnc2)N1c1ccc(Cl)c(Cl)c1 (stereo not drawn) | . | . | . | -2 | -3
O=P1(Nc2ccc(F)cc2)COc2ccccc2OC1 | . | . | . | 0 | -3
CCOC(=O)C(NC(=O)CC)(Nc1ccc(C(O)(C(=O)OCC)C(F)(F)F)cc1C)C(F)(F)F (stereo not drawn) | . | . | . | -1 | 11
CCN1CCN(C(=O)Cc2coc3ccc4ccccc4c23)CC1 | . | . | . | 8 | -4
C=CCn1c(O)c(C(CC)=NCCC2=CCCCC2)c(=O)[nH]c1=O | . | . | . | -1 | 1

Next entries follow:
compound | SIRT5 block | LGR2 antag | CASP6 VEID inh | ARNT-TACC3 inh | PAX8 reporter
O=C(c1c[nH]cc1-c1ccccc1)c1cccc2ccccc12 | . | . | . | 12 | 18
CC(=O)Nc1ccc2c(c1)CC1(C(=O)N(C)C(=O)N(C)C1=O)C1CCCN21 (stereo not drawn) | . | . | . | 5 | 14
CCN1CCN(Cc2cc(Br)cc(Br)c2O)CC1 | . | . | . | 2 | -10
O=C1CC(=O)N(c2ccc(Cl)cc2Cl)C(=O)N1 | . | . | . | 4 | -4
COc1ccccc1N(CC(=O)NC1CCCC1)C(=O)c1cnn(C(C)C)c1 | . | . | . | 11 | -2
Nc1c(C(=O)NC2CCCC2)c2nc3ccccc3nc2n1CC1CCCO1 (stereo not drawn) | . | . | . | -36 | -16
O=C(O)C(O)(c1ccccc1)C1CCCC1 (stereo not drawn) | . | . | . | -2 | 9
Cn1c(=O)cc(SCC(=O)N2CCC3(CC2)OCCO3)c2ccc(Cl)cc21 | . | . | . | 31 | -18
O=c1[nH]c(=O)n(-c2cccc3ccccc23)c(O)c1C=NCc1ccc2c(c1)OCO2 | . | . | . | -3 | 15
Cc1nc2ccccc2c(=O)n1-c1cccc(O)c1 | . | . | . | -2 | -12

Some of the entries above, set out differently.
Fields: SIRT5 block	LGR2 antag	CASP6 VEID inh	ARNT-TACC3 inh	PAX8 reporter
CCC12CN3CCN(CC(C3)C1O)C2 (stereo not drawn)
  .	.	.	-5	1
C=CCn1c(O)c(C=NCCN2CCNCC2)c(=O)[nH]c1=O
  .	.	.	5	3
CCC1(CCc2ccncc2)C(=O)NC(=O)NC1=O
  .	.	.	-1	4
O=C1C2CCCN2C(c2cccnc2)N1c1ccc(Cl)c(Cl)c1 (stereo not drawn)
  .	.	.	-2	-3
O=P1(Nc2ccc(F)cc2)COc2ccccc2OC1
  .	.	.	0	-3
CCOC(=O)C(NC(=O)CC)(Nc1ccc(C(O)(C(=O)OCC)C(F)(F)F)cc1C)C(F)(F)F (stereo not drawn)
  .	.	.	-1	11
CCN1CCN(C(=O)Cc2coc3ccc4ccccc4c23)CC1
  .	.	.	8	-4
C=CCn1c(O)c(C(CC)=NCCC2=CCCCC2)c(=O)[nH]c1=O
  .	.	.	-1	1
O=C(c1c[nH]cc1-c1ccccc1)c1cccc2ccccc12
  .	.	.	12	18
CC(=O)Nc1ccc2c(c1)CC1(C(=O)N(C)C(=O)N(C)C1=O)C1CCCN21 (stereo not drawn)
  .	.	.	5	14
CCN1CCN(Cc2cc(Br)cc(Br)c2O)CC1
  .	.	.	2	-10
O=C1CC(=O)N(c2ccc(Cl)cc2Cl)C(=O)N1
  .	.	.	4	-4
COc1ccccc1N(CC(=O)NC1CCCC1)C(=O)c1cnn(C(C)C)c1
  .	.	.	11	-2
Nc1c(C(=O)NC2CCCC2)c2nc3ccccc3nc2n1CC1CCCO1 (stereo not drawn)
  .	.	.	-36	-16
O=C(O)C(O)(c1ccccc1)C1CCCC1 (stereo not drawn)
  .	.	.	-2	9
Cn1c(=O)cc(SCC(=O)N2CCC3(CC2)OCCO3)c2ccc(Cl)cc21
  .	.	.	31	-18
O=c1[nH]c(=O)n(-c2cccc3ccccc23)c(O)c1C=NCc1ccc2c(c1)OCO2
  .	.	.	-3	15
Cc1nc2ccccc2c(=O)n1-c1cccc(O)c1
  .	.	.	-2	-12

Remaining list, next part
compound | SIRT5 block | LGR2 antag | CASP6 VEID inh | ARNT-TACC3 inh | PAX8 reporter
CN1CCc2nc3sc(C(=O)NC(C)(C)C)c(N)c3cc2C1 | . | . | . | 29 | -29
CSc1nnc([C@@H](N)Cc2ccccc2)o1 | . | . | . | -5 | -6
COc1ccccc1NC1=NCCS1 | . | . | . | -5 | 15
CC(=O)c1c(O)n(C2CCCCCC2)c(=O)[nH]c1=O | -1 | . | -1 | . | .
Cc1ccc(-c2nc3ccccc3c(=O)n2-c2cc(C)ccn2)cc1 | . | 11 | . | -4 | .
Cc1ccc(S(=O)(=O)N2CCCC(C(=O)N3CCC4(CC3)OCCO4)C2)cc1 (stereo not drawn) | . | -9 | . | 7 | .
O=C(c1cc2ccccc2oc1=O)N1CCC2(CC1)OCCO2 | . | 0 | . | -6 | .
CCOC(=O)C1C2NC(=O)N(Cc3ccccc3)C1(C)Oc1c(OC)cccc12 (stereo not drawn) | . | 31 | . | -4 | .
Cc1c(N=Cc2c(O)n(CCc3ccc(F)cc3)c(=O)[nH]c2=O)c(=O)n(-c2ccccc2)n1C | . | 6 | . | 4 | .
CC(C)C12CN3CCN(CC(C3)C1O)C2 (stereo not drawn) | . | 11 | . | 1 | .
CC(C)=CCSc1nnc([C@@H](N)Cc2c[nH]c3ccccc23)o1 | . | 3 | . | -9 | .
CCOC(=O)CN1C(=O)C2(C(C#N)=C(N)Oc3ccccc32)C(C(=O)OC)=C1C (stereo not drawn) | . | 21 | . | 2 | .
O=C(c1cccn2c(=O)c3cc(Cl)ccc3nc12)N1CCC2(CC1)OCCO2 | . | 3 | . | -17 | .
CCCCOCCCn1c(N)c(C(=O)OCCOC)c2nc3ccccc3nc21 | . | 20 | . | 68* | .
O=C(CCCOc1ccc(Cl)cc1Cl)N1CCC2(CC1)OCCO2 | . | -26 | . | 4 | .
O=[N+]([O-])c1ccccc1CNCCc1ccc(F)cc1 | . | -42 | . | -20 | .
COC(=O)C(O)(c1ccc(NC(=O)c2ccco2)c(OC)c1)C(F)(F)F (stereo not drawn) | . | 19 | . | -4 | .
O/N=C1/C(=C\c2ccccc2)N2CCC1CC2 | . | 15 | . | -4 | .
O=C(NCc1ccc(C(=O)N2CCC3(CC2)OCCO3)cc1)c1ccc2c(c1)OCO2 | . | -13 | . | 2 | .
CCOC(=O)c1cn2nc(OP(=S)(OCC)OCC)cc2nc1C | . | 17 | . | -9 | .
Clc1cccc(C2NCCc3[nH]cnc32)c1 (stereo not drawn) | . | 24 | . | 5 | .
CCCCCCOc1ccc(CN2CCN(CCO)CC2)cc1 | . | 34 | . | 0 | .
Nc1ccc2c(c1)oc1ccccc12 | . | -55 | . | -9 | .
CNC(=O)N(C)c1nnc(C(C)(C)C)s1 | . | 13 | . | -4 | .
Nc1c(C(=O)NCc2ccco2)c2nc3ccccc3nc2n1CCN1CCCCC1 | . | -1 | . | 23 | .
CC(=O)N(C1=NCCCS1)c1ccccc1F | . | 1 | . | -3 | .
CN(C)c1ccc(C(=O)c2ccc(N(C)C)cc2)cc1 | . | -83 | . | -16 | .
O=C(COC(=O)Cc1ccccc1)Nc1ncc(Cl)cc1Cl | . | 20 | . | 3 | .
Cc1cc(C)c(C(=O)CN2CCOCC2)c(C)c1 | . | 15 | . | -2 | .
Cc1ccc(S(=O)(=O)N2CCCCC2)cc1NC(=O)CN1CC=C(c2ccccc2)CC1 | . | -4 | . | 0 | .
COC(=O)C(c1ccccc1)N1CCCCCC1 (stereo not drawn) | . | 37 | . | -3 | .
Cc1ccc2c(c1)N(N=O)CCC2 | . | 10 | . | 0 | .
CN(C)C=C1C(=O)N(C2CCCCC2)C(=O)N(C2CCCCC2)C1=O | . | 9 | . | -3 | .
